# CFTR F508del cor – F508del CFTR correction, initial screen, CFBE line, single point; CFBE cells, YFP halide quenching; stimulated with forskolin plus potentiator P3; % fluorescence drop versus neutral controls; activity (quench increase), % at 7.58 µM; 350,000 tested, 0.36% active;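 active = mean added fluorescence quench of at least 8% versus neutral control, with both replicates also reaching 8%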;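 note: cells transiently co-express mutant CFTR-F508del with the halide-sensitive YFP; corrector assay measuring rescue of mutant channel to the surface after 24 h compound exposure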
# Cneo AK release – Cryptococcus neoformans cell lysis inducers, primary screen, AK release luminescence, single concentration; C. neoformans lysis, adenylate kinase release luminescence, 4 h; normalised: neutral wells 0, clomiphene wells 100; lysis activity, % at 15 µM; 360,000 tested, 0.2% active;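 active = mean lysis activity across replicates of at least 80%, whatever share of replicates individually reach that level; inactive = mean lysis activity below 80%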
#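 Signal: Adenylate kinase release luminescence | Assay system: Log-phase Cryptococcus neoformans yeast cells | Input: Cells at 5 × 10^6 per mL | Buffer or medium: Fresh YPD growth medium | Compound: Single dose | Schedule: Static 4 h at 37 °C with compound, 1 h detection | Controls: Clomiphene | Read-out: Luminescence rise reflecting yeast cell lysis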
# miR122 inh – miR-122 Renilla sensor signal increase in Huh7, primary screen, miR-122 inhibitor project, cell-based, single point, plate reader; Huh7 miR-122 Renilla luciferase sensor, 48 h; neutral wells = 0, positive control = 100; activation (reporter increase), % at 12.5 µM; 340,000 tested, 0.3% active; AID 602342, 2012;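 active = mean replicate activation score at least 90 and every replicate individually at or above 90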;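 note: higher luciferase means less miR-122 activity so hits act as miR-122 inhibitors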
# PglD DTNB – C. jejuni PglD acetyltransferase inhibitors, primary screen, biochemical, DTNB colorimetric, single point. purified PglD enzyme, DTNB colorimetric CoA detection. UDP-N-acetylbacillosamine N-acetyltransferase PglD (Campylobacter jejuni). inhibition, % at 12.5 µM. 360,000 tested, 0.098% active; in the data active = inhibition above about 16%, passing the limit was not always enough; note: strong numbers were not always called active
# FN deposition inh – inhibitors of fibronectin matrix deposition, primary screen, AH1F cells, Alexa488-fibronectin fluorescence, plate reader; 350,000 tested, 0.086% active; AH1F fibroblasts, overnight; inhibition, % at 12.6 µM;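 active = mean inhibition across replicates of 30% or more, regardless of how many single replicates reach that level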;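 note: positive control wells lacked labelled fibronectin entirely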
#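 Material – AH1F fibroblast monolayer, labelled fibronectin deposition · Reagent – labelled fibronectin 24 nM · Timing – 1 h adhesion, overnight exposure · Measured by – fluorescence at 485 nm excitation, 525 nm emission · Read-out – inhibition of fibronectin deposition signal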
# INS-1E GSIS act – GLuc luminescence reporter in INS-1E cells, primary screen for activators of glucose-dependent secretion of insulin; activation, % at 16.6 µM; 370,000 tested, 0.61% active; AID 743287, 2014; INS-1E GLuc reporter insulin secretion, 2-3 h;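 active = lowest replicate activation of at least 40%, so every replicate reaches that level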;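 note: 0% = median of neutral control wells and 100% = median of IBMX positive control wells; some compounds called inactive have numbers as strong as hits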
# C2C12 statin – suppressors of statin myotoxicity in C2C12 myotubes, primary screen, cell-based, single point, plate reader. C2C12 myotubes + simvastatin, ATP luminescence, 48 h; scaled: DMSO 0, geranylgeraniol control 100. rescue of ATP level, % at 7.49 µM. 330,000 tested, 0.78% active. AID 602340, 2012;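 active = mean ATP rescue above about 67%, or every replicate alone reaching that limit, limit read from the data, passing the limit was not always enough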;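 note: myotubes were challenged with 10 µM simvastatin during compound exposure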
# PGC1a acetyl inh – inhibitors of PGC1a acetylation signal, primary screen, cell-based, U2OS, AlphaScreen, inhibitor mode; AlphaScreen anti-acetyl-lysine; with virally co-expressed GCN5 acetyltransferase; inhibition, % at 15.6 µM; 350,000 tested, 0.17% active;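 active = every replicate shows inhibition of at least 40%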;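 note: 0% = neutral control wells and 100% = positive control wells; some results beyond the cut were filed as inactive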
# The depositor's hits bear a star; x = no result given; & = joins results of further samples; [ ] = dose if it differs, or a comment.
canonical_smiles	Cneo AK release	PglD DTNB	PGC1a acetyl inh	INS-1E GSIS act	CFTR F508del cor	miR122 inh	FN deposition inh	C2C12 statin
COC(=O)[C@@H](Cc1ccccc1)NC(=O)[C@H]1O[C@@H](n2cnc3c(N)ncnc32)[C@H](O)[C@@H]1O	-1	2	-4	4	-3.2	3	-3	11
NC1=NC(c2ccc(Cl)cc2)N(c2ccc(S(N)(=O)=O)cc2)C(N)=N1 (stereo not drawn)	6	-3	12	27	2.6	-13	-1	10
Cc1cc(Br)ccc1NC(=O)CN(C)C(=O)C1CSC2(C)CCC(=O)N12 (stereo not drawn)	-1	-4	5	-5	-1.1	-3	10	11
CCN(/C(N)=N/c1nc(C)cc(C)n1)c1ccccc1	7	1	4	7	2.8	-4	2	-3
Nc1[nH]c(=S)[nH]c(=O)c1-c1ccccc1	1	1	9	x	x	10	x	-1
Cc1ccn2c(=O)nc(SCC(=O)N3CCCCCC3)nc2c1	-2	-1	x	-2	-2.2	-1	-2	-7
C[C@@H]1CN([C@H](C)CO)C(=O)c2cc(NC(=O)CCC(F)(F)F)ccc2O[C@@H](C)CCCCO[C@@H]1CN(C)CC1CCCCC1	-1	0	1	-5	0.3	-3[16.7 µM]	x	x
CCNC(=O)C1(C)CCCN(Cc2cccc3ccccc23)C1 (stereo not drawn)	-1	3	1	x	0.2	-6	-2	-3
O=C(C1CCCN(c2ncnc3c2nc2n3CCCCC2)C1)N1CCN(c2ccc(F)cc2)CC1 (stereo not drawn)	0	-3	10	-62	-2.2	-8	0	6
O=C(Nc1cccc(NC(=O)c2cccs2)c1)c1cccnc1	1	3	2	1	-1.2	x	3	x
COc1ccc(S(=O)(=O)Nc2ccc3c(c2)C(=O)N([C@@H](C)CO)C[C@H](C)[C@@H](CN(C)S(=O)(=O)c2cccs2)O3)cc1	0	3	-7	2	1.9	-1[16.7 µM]	-16	32
O=C(CCCc1ccccc1)Nc1nncs1	2	-3	-6	22	x	1	x	4
O=C(C[C@H]1C=C[C@H](NC(=O)c2cccnc2)[C@H](CO)O1)NCc1ccc(Cl)c(Cl)c1	-9	17	4	-4	-0.7	7[16.7 µM]	7	0
COc1ccc(C2CC(=O)C(C=NCCO)=C(O)C2)cc1 (stereo not drawn)	-1	3	8	4	1.6	1	-1	1
Cc1nc(N)sc1-c1csc(Nc2ccccc2)n1	-3	-1	-6	x	x	10	-6	-35
C=CCNC(=S)N1CCN(c2ncc3c(=O)c(C(=O)O)cn(CC)c3n2)CC1	6	3	9	15	x	4	1	-3
O=C(CCSCCC(=O)NCCN1CCOCC1)NCCN1CCOCC1	-1	2	4	x	x	-7	11	15
CCN(CC)c1ccc2c(Nc3ccccc3)c(C=O)c(=O)oc2c1	2	1	4	9	2.9	-1	-8	5
COc1cccc(OC)c1C(=O)Nc1ccc(NC(=O)c2ccco2)cc1	-2	-6	2	x	x	-7	2	-16
CCOc1ccc(C(=O)Nc2ccc3c(c2)C(=O)NC3=O)cc1	1	-3	-1	15	-5.6	-4	-1	x
CCOC(=O)C1CCCN(C(=O)c2cc3c(C)nc4ccccc4c3o2)C1 (stereo not drawn)	-1	-3	-3	15	x	-2	15	12
Cc1ccc(CNC(=O)CN(c2cccc([N+](=O)[O-])c2)S(=O)(=O)c2ccccc2)cc1	12	1	-4	-37	x	3	-2	8
CC(C)(C)c1ccc(C(=O)NCc2nnc(SCC(=O)N3CCCc4ccccc43)n2-c2ccccc2)cc1	1	5	2	-22	x	1	0	x
O=C(C1=C[C@H](C2CC2)C[C@H](OCCCCO)O1)N1CCOCC1	3&0	-1&-2	0&0	3	-1.8&-0.7	5	-2	8
c1csc(CNc2nc(NCC3CCCCC3)c3sccc3n2)c1	-2	6	8	x	-6.3	-3	-1	-30
Cc1nc(-c2ccccn2)sc1C(=O)O	x	x	5	15	-2.0	9	x	-1
Cc1ccc(S(=O)(=O)NCC[C@H]2CC[C@H](NC(=O)Nc3cccc(F)c3)[C@H](CO)O2)cc1	-3	2	-1	-15	2.0	x	10	-3
COCC(C)NC(=O)CCSc1nc(-c2ccc(OC)cc2)cc(C(F)(F)F)n1 (stereo not drawn)	1	7	-7	-4	x	-6	15	x
O=C(Nc1ccc(F)c(F)c1)C1CCN(S(=O)(=O)c2cccs2)CC1	2	3	x	-21	0.1	x	3	-1
CCOC(=O)CN(c1cc([N+](=O)[O-])ccc1OC)S(C)(=O)=O	x	x	2	-48	-0.1	x	-9	x
CC(NC(=O)/C(=C/c1ccc2c(c1)OCO2)NC(=O)c1cccc([N+](=O)[O-])c1)C(=O)O (stereo not drawn)	x	x	-6	1	1.5	x	-5	x
CCOC(=O)C1CCN(S(=O)(=O)c2ccc(CNC(=O)c3ccccc3)s2)CC1	-1	5	-1	-6	-0.3	3	4	2
Cc1ccc(-c2cnc(NC(=O)CCC(=O)N(C)Cc3ccccc3)n2C)cc1	-1	7	-9	x	x	-2	2	-8
CCOC(=O)C1=C(C)NC(C)=C(C(=O)OCC)C1c1cc(N)ccc1OC(F)F	0	-7	-2	x	x	-4	-12	x
COc1ccc(NC(=O)c2cccc(N3C(=O)C4C5C=CC(C6CC56)C4C3=O)c2)cc1 (stereo not drawn)	2	3	x	-21	-0.1	3	-2	-7
O=C(CCSc1ccc(Cl)cc1)N1CCCCCC1	0	8	-17	x	x	10	x	3
Cc1ccc2oc(C(=O)Nc3nonc3C)c(C)c2c1	-7	0	13	-1	0.3	-3	6	1
O=C(COc1ccccc1)Nn1c(-c2ccccc2)nc2ccccc2c1=O	0	-2	9	-7	2.6	5	3	2
CCOc1ccccc1OCC(=O)OCC(=O)c1c(C)[nH]c2ccccc12	x	x	8	-10	1.2	-1	1	-2
CC(C)(C)c1cc(NC(=O)CSc2nnc(NCc3ccccc3)s2)n(-c2ccccc2)n1	x	x	-3	-18	-1.0	-5	-5	4

# A portion from the list above, for reference:
canonical_smiles	Cneo AK release	PglD DTNB	PGC1a acetyl inh	INS-1E GSIS act	CFTR F508del cor	miR122 inh	FN deposition inh	C2C12 statin
CCOc1ccccc1OCC(=O)OCC(=O)c1c(C)[nH]c2ccccc12	x	x	8	-10	1.2	-1	1	-2
CC(C)(C)c1cc(NC(=O)CSc2nnc(NCc3ccccc3)s2)n(-c2ccccc2)n1	x	x	-3	-18	-1.0	-5	-5	4

# Next results.
canonical_smiles	Cneo AK release	PglD DTNB	PGC1a acetyl inh	INS-1E GSIS act	CFTR F508del cor	miR122 inh	FN deposition inh	C2C12 statin
CC(C)C(N)c1csc(Nc2ccccn2)n1 (stereo not drawn)	-1	0	6	1	2.2	0	7	0
O=S(=O)(Nc1cccc(F)c1)c1ccc(S(=O)(=O)N2CCOCC2)cc1	-13	-2	-4	x	-4.1	-4	-3	8
COc1ccc(-n2ncc3c2CC(C)(C)CC3NC(=O)CSc2ccccn2)cc1 (stereo not drawn)	-2	1	-15	-35	5.5	-2	-2	-11
CC(C)NC(=O)Nc1ccc2c(c1)C(=O)N(C)[C@H]1CC[C@H](CC(=O)NCC3CCCCC3)O[C@H]1CO2	-12	-1	1	1	0.3	7[16.7 µM]	-15	8
CCOC1=C2[C@@H](CN(S(=O)(=O)c3ccc(C)cc3)[C@H]2c2ccccc2F)[C@H]2C(=O)N(C3CCCCC3)C(=O)[C@H]2C1	33	-5	0	-5	-7.4	-4	-4	0
CN(C)CCNC(=S)Nc1cccc(Cl)c1	-2	1	-4	x	x	9	x	-4
Cc1ccc2cc(C(c3nnnn3Cc3ccccc3)N3CCc4ccccc43)c(=O)[nH]c2c1C (stereo not drawn)	21	-5	8	x	x	28	x	-30
C[C@@H]1CN([C@H](C)CO)C(=O)c2cc(NS(=O)(=O)c3ccc(F)cc3)ccc2O[C@@H]1CN(C)Cc1ccc(C(=O)O)cc1	1	-1	4	10	3.6	-1[16.7 µM]	3	x
COc1cc(C(=O)Nc2ccc(Cl)c(C(F)(F)F)c2)cc(OC)c1OC	0	2	x	-23	x	3	-6	-7
N#C/C(=C\c1cc2ccccc2nc1N1CCOCC1)C(=O)Nc1ccc(N2CCOCC2)cc1	-2	1	7	-13	0.2	-2	5	x

# Sorted by number of heavy atoms (descending): part of the list above.
canonical_smiles	Cneo AK release	PglD DTNB	PGC1a acetyl inh	INS-1E GSIS act	CFTR F508del cor	miR122 inh	FN deposition inh	C2C12 statin
COC(=O)[C@@H](Cc1ccccc1)NC(=O)[C@H]1O[C@@H](n2cnc3c(N)ncnc32)[C@H](O)[C@@H]1O	-1	2	-4	4	-3.2	3	-3	11
c1csc(CNc2nc(NCC3CCCCC3)c3sccc3n2)c1	-2	6	8	x	-6.3	-3	-1	-30
O=C(Nc1cccc(NC(=O)c2cccs2)c1)c1cccnc1	1	3	2	1	-1.2	x	3	x
COc1ccc(C2CC(=O)C(C=NCCO)=C(O)C2)cc1 (stereo not drawn)	-1	3	8	4	1.6	1	-1	1

# The listing continues.
canonical_smiles	Cneo AK release	PglD DTNB	PGC1a acetyl inh	INS-1E GSIS act	CFTR F508del cor	miR122 inh	FN deposition inh	C2C12 statin
COc1ccc(S(=O)(=O)Nc2ccc3c(c2)C(=O)N([C@H](C)CO)C[C@H](C)[C@@H](CN(C)S(=O)(=O)c2ccc(Cl)cc2)O3)cc1	5	4	0	-13	0.8	-8[16.7 µM]	x	-91
Cc1ccccc1C(=O)Nc1ccccc1C(=O)NC1CC1	1	6	-1	19	-1.4	4	0	x
COCCNC(=O)c1ccc(N2CCCCC2)c(NS(=O)(=O)c2ccc(C)cc2)c1	0	7	-12	x	x	10	x	-12
COCCSc1nnc(NS(=O)(=O)Cc2ccccc2)s1	2	-7	1	-2	4.0	x	x	-3
CCCCCCSC1=C(C#N)C(=O)NC2(CCCCC2)S1	1	-2	7	x	x	-8	x	-1
O=C(c1cccc(C(F)(F)F)c1)C1CCCN(C(=O)C2CCOCC2)C1 (stereo not drawn)	3	-1	x	53	-2.0	2	-5	-4
CCOC(=O)C1CN(S(=O)(=O)c2cc(OC)ccc2OC)C1	-2	4	-7	4	3.5	-2	-6	9
CN(CCNC(=O)CCNC(=O)Cn1ccc2ccccc2c1=O)Cc1ccccc1	3	x	12	x	x	-5	x	-4
COc1ccccc1-c1cnc2c(c1)C(=O)N([C@H](C)CO)C[C@@H](C)[C@H](CN(C)Cc1ccc(C(=O)O)cc1)O2	4	7	5	5	0.4	-2[16.7 µM]	-4	0
CCn1c(C)csc1=NC(=O)c1ccccc1O	1	0	6	2	-0.7	x	x	-21
Cc1ccc(-c2nc(NC(=O)c3cc(C(C)(C)C)nn3C)sc2C)cc1Cl	0	3	x	4	5.4	3	-6	-41
CC(=O)Nc1cc2c(cc1NC(=O)Cn1nc(-c3ccccc3)ccc1=O)OCCO2	1	-5	x	-3	0.2	x	0	9
CC(C)NC(=O)N1C[C@H]2[C@@H](c3ccccc31)[C@@H](CO)N2C(=O)c1ccncc1	0	0	8	-1	-2.6	19[16.7 µM]	x	11
Cc1ccc(C)c(CSc2nnc(-c3ccccn3)n2N)c1	1	3	1	x	x	-5	-2	12
Cc1c(Cl)cccc1NC(=S)N1CCN(c2ncccn2)CC1	-1	7	-7	-6	4.6	-20	1	8
O=C1OCC(Cn2c3ccccc3c3ccccc32)O1 (stereo not drawn)	0	-1	10	x	x	-1	10	2
